Screening data from PubChem.
APOBEC3G inh – blocks human APOBEC3G single-stranded DNA deamination. Q9HC16. recombinant A3G, ssDNA deamination FAM/TAMRA fluorescence. inhibition, % at 20 µM. 330,000 compounds, 0.28% hits;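 active = inhibition of at least 40% at 20 µM, with no more than 30% in the related APOBEC3A deaminase screen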;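 note: plate controls were DMSO wells with A3G for no effect and wells lacking A3G enzyme for full effect; some compounds called inactive have numbers as strong as hits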
MPTP inh – inhibitors of mitochondrial permeability transition pore | isolated mouse mitochondria, Ca2+ swelling absorbance, 30 min | inhibition, % at 10 µM | 360,000 compounds, 1.4% hits;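 active = inhibition of 50% or more, scaled per plate between neutral and stimulator controls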;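 note: 0% = DMSO wells given calcium and 100% = 1 mM EGTA wells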
Gli-Sufu antag – Gli-Sufu pathway antagonism | Sufu-KO-LIGHT fibroblasts, Gli luciferase reporter luminescence | inhibition, % at 5 µM | 340,000 compounds, 0.74% hits;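 active = inhibition above about 55%, limit read from the data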;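 note: 0% = DMSO-treated cells and 100% = wells with medium but no cells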
CXCR6 inh – blocks human CXCR6 beta-arrestin recruitment | inhibition, % at 20 µM | CHO-K1 PathHunter CXCR6 beta-arrestin, luminescence | O00574 | 360,000 compounds, 0.36% hits; in the data active = inhibition above about 34%, passing the limit was not always enough;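 note: antagonist mode with CXCL16 agonist at 10 nM final; 0% = 10 nM CXCL16 with DMSO and 100% = unstimulated wells without agonist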
Target sequence (O00574 whole entry, looked up): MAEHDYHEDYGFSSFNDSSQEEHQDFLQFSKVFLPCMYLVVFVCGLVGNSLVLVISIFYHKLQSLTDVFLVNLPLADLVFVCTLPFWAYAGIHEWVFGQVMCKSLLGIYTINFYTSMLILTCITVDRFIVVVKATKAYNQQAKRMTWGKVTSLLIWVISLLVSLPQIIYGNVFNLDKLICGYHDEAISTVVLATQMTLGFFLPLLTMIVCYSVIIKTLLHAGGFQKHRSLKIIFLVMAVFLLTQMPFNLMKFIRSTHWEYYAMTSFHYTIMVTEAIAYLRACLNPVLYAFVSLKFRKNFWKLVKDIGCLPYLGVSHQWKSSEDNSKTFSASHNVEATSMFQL
CCR6 antag – blocks CCL20-driven beta-arrestin recruitment at human CCR6 | P51684 | CHO-K1 CCR6 PathHunter beta-arrestin, luminescence, CCL20-stimulated | inhibition, % at 20 µM | 340,000 compounds, 0.49% hits | AID 493098;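 active = compounds whose inhibition of the agonist-driven luminescence signal at 20 µM reaches about 50%, limit read from the data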;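 note: cells stimulated with CCL20 at 14 nM final; plate controls were DMSO with CCL20 for no effect and DMSO without agonist for full effect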
Target sequence (P51684 whole entry, looked up): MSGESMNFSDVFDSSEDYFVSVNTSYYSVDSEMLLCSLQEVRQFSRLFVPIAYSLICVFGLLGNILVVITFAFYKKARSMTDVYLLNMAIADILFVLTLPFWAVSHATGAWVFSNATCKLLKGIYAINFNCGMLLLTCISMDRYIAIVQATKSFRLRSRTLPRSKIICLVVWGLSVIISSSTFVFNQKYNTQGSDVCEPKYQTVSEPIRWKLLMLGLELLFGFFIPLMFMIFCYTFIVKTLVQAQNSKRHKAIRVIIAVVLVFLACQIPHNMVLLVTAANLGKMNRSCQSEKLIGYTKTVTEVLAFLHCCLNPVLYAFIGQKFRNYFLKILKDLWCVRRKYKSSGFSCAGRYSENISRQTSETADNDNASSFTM
GRIN3A LBD mod – modulators (binders) of human NR3A ligand-binding domain; Tm shift relative to glycine control, % at 25 µM; 340,000 compounds, 2.5% hits; NR3A LBD differential scanning fluorimetry, Tm shift; 0% = protein alone, 100% = glycine-bound protein; AID 1259313;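 active = melting temperature shift of at least 10% of the positive control shift, at one fixed dose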
EBI2 antag – antagonists of human EBI2 receptor. P32249. EBI2 beta-arrestin recruitment, luminescence, 7a,25-OHC stimulated. inhibition, % at 5 µM. 360,000 compounds, 0.81% hits; in the data active = inhibition above about 38%;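 note: enzyme fragment complementation signal reports receptor beta-arrestin coupling in cells; 0% = agonist plus DMSO wells and 100% = wells without agonist; some results beyond the cut were filed as inactive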
A3A deaminase – human APOBEC3A DNA deaminase inhibition | P31941 | recombinant A3A, FAM/TAMRA ssDNA deamination fluorescence | AID 493011 | 330,000 compounds, 0.41% hits | inhibition, % at 20 µM;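 active = at least 40% inhibition at 20 µM here, with at most 30% in a related deaminase screen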;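 note: plate controls were A3A with DMSO for no effect and wells lacking A3A enzyme for full effect; some results filed as inactive read as strong as hits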
Target sequence (P31941 whole entry, looked up): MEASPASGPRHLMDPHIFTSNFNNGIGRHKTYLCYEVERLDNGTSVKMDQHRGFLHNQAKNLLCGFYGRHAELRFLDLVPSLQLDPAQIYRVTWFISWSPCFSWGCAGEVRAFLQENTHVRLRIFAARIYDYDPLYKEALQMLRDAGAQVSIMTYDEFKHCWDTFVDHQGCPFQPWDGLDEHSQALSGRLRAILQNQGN
* marks the source's active call; other numbers are inactive results; / = not tested or not shown.

SMILES	APOBEC3G inh	MPTP inh	Gli-Sufu antag	CXCR6 inh	CCR6 antag	GRIN3A LBD mod	EBI2 antag	A3A deaminase
CNC(=O)N(O)C1N(/N=C/c2cccs2)C(=S)SC1(C)C (centres undefined)	-2.2	0.9	-5.2	-11.8	-7.9	-0.2	0.9	-5.0
CNS(=O)(=O)c1cn(CC(=O)N(C)Cc2ccccc2)cc1S(=O)(=O)NC	-3.4	-0.5	-23.6	-0.1	4.2	-14.3	-13.5	-3.5
Oc1ccc(Br)cc1CNn1cnnc1	-1.8	-0.2	-68.7	2.5	-16.9	-2.8	-9.0	-3.3
O=C(CCN1CCCCO1)N1CCCC(N2CCN(c3ccc(F)cc3)CC2)C1 (centres undefined)	-1.7	-0.3	-3.8	-6.6	10.6	-0.2	-9.1	-0.7
COc1ccc2[nH]c(C(=O)N/N=C/c3ccc(OC)c(O)c3)cc2c1	-4.3	1.5	26.2	-18.0	2.2	/	-12.2	1.0
Cc1ccsc1/C=N\NC(=O)c1cc(C(C)(C)C)[nH]n1	-3.0	0.0	-64.1	-1.4	7.0	-0.3	2.1	-3.2
Cc1ccc(NC(=O)/C(=C\c2ccco2)NC(=O)c2ccco2)cc1	-0.7	0.4	32.3	6.1	11.2	0.5	-1.1	0.3
O=C(Cn1ncc2ccccc21)N1CCc2ccccc21	2.0	-3.5	-3.9	-1.4	-10.5	0.1	0.1	13.7
COc1cccc(C2NC(=O)NC(C)=C2C(=O)OCCSC)c1OC (centres undefined)	-0.1	0.2	3.7	-3.0	-3.2	1.1	-3.1	-5.5
COc1ccc(CC(=O)Nc2sc3c(c2C(N)=O)CCCC3)cc1	-4.4	-0.1	1.8	-11.1	9.2	-8.5	-14.4	-1.2
Cc1cc(N)c(-n2cc3c(=O)n(C)c(=O)n(C)c3c2)cc1C	0.7	0.4	-7.0	7.4	-1.4	5.6	2.3	-2.8
S=C(NCc1ccccc1)NC1CCSc2ccccc21 (centres undefined)	-9.0	16.5	9.3	-17.2	6.8	-12.4	-8.4	-3.4
S=c1[nH]nc(-c2cccnc2)n1-c1ccc2c(c1)OCCO2	33.8	-1.8	-4.3	0.1	-13.2	-0.7	-1.7	-5.1
NS(=O)(=O)c1cccc(NC(=O)COC(=O)Cn2cnc3ccccc32)c1	-0.7	1.2	4.3	-0.7	-4.7	-1.2	3.0	4.0
O=S(=O)(c1ccc(NC(=S)NN=Cc2ccccc2O)cc1)N1CCCCC1	/	98.9*	-0.9	12.0	20.5	2.8	13.1	/
COc1ccc(-n2nc(C(=O)NCC(=O)N3CCOCC3)c3ccccc3c2=O)cc1OC	-7.1	0.0	-2.8	-0.1	-13.8	-2.0	-3.8	0.4
CCn1c(Cn2nnc(-c3ccccc3)n2)nnc1SCC(=O)N1CCOCC1	-5.3	-2.0	8.2	6.8	-6.7	-1.7	-8.1	-3.3
Cc1cc(C)cc(OC(=O)CS(=O)c2ccc(C(F)(F)F)cc2[N+](=O)[O-])c1 (centres undefined)	1.2	0.9	-13.0	-1.4	2.2	3.4	13.1	1.6
CN(c1ccc(Cl)cc1)S(=O)(=O)c1nnc(NC(=O)C(C)(C)C)s1	-5.2	9.2	4.3	-3.6	-1.9	1.2	-15.6	-0.2
O=C(O)c1ccc(NC(=S)NC(=O)c2ccc(-c3ccc(Br)cc3)o2)cc1	/	-0.8	7.0	22.8	45.6	-3.0	7.7	/
CCOC(=O)/C(=C\c1ccc(C)cc1)NC(=O)c1ccccc1	-3.2	1.5	-13.8	-6.9	2.7	-9.1	11.5	-1.5
CSc1ccc(C(=O)C2CCCN(C(=O)c3nn(C)c(=O)c4ccccc34)C2)cc1 (centres undefined)	-6.0	13.6	19.9	-5.6	25.0	-1.3	8.0	0.0
COc1cc(C(C[N+](=O)[O-])c2c(N)n(C)c(=O)n(C)c2=O)ccc1O (centres undefined)	-7.0	-0.2	14.0	9.9	18.4	1.9	-15.0	-0.7
C=CCn1c(COc2cccc3cccnc23)nnc1SCC(=O)O	-8.2	-2.0	-4.9	1.3	-2.4	-6.0	3.5	-2.7
COc1nc(OCC#N)nc(N2CCCCC2)n1	-6.0	1.7	-2.0	0.1	3.6	2.2	-3.6	-0.3

(list continues)
SMILES	APOBEC3G inh	MPTP inh	Gli-Sufu antag	CXCR6 inh	CCR6 antag	GRIN3A LBD mod	EBI2 antag	A3A deaminase
Cc1cc(C)c(C#N)c(N2CCN(c3ccccc3F)CC2)n1	-1.1	-1.0	3.2	2.7	15.4	0.9	-5.0	-1.4
Cc1c(CCC(=O)NCCCN2CCCC2=O)c(=O)oc2cc(O)ccc12	-6.1	-0.5	4.0	5.7	-12.7	-1.1	-2.4	-2.6
CN(C(=O)CC(NC(=O)c1ccccc1)(c1ccccc1)c1ccccc1)c1ccccc1	-2.6	0.1	35.1	39.4	36.1	-1.7	20.1	1.2
C[C@@H]1CC2OC(=O)[C@@]3(C)C(=O)CC[C@@](C)(C23)[C@@]1(O)CCc1ccoc1 (some centres undefined)	-9.5	-0.4	8.7	7.9	5.5	0.6	0.1	-6.7
Nc1ccc2nc(CCc3ccccc3)[nH]c2c1	-5.6	1.8	4.9	-4.4	5.3	-5.7	-35.1	-1.3
Cc1ccc(C)c(S(=O)(=O)N2CCN(CC(=O)Nc3cc(C)on3)CC2)c1	2.6	-1.3	-2.6	2.0	4.3	-1.0	-14.2	1.7
COc1ccc2c(c1)C1(C)CC(C)(C)N2C(=O)N1c1ccccc1 (centres undefined)	-3.7	-3.8	-1.8	3.9	-3.3	-9.6	-3.7	-1.7
Cc1ccccc1NC(=O)c1cccc(C(=O)Nc2ccccc2C)c1	-7.9	2.8	2.8	-3.3	6.9	-2.4	14.7	-2.9
NC1=NC(=O)/C(=C/c2c(OS(=O)(=O)c3ccc(Cl)cc3)ccc3ccccc23)S1	-5.9	0.4	13.9	4.8	23.1	-5.7	21.1	1.8
CC(=O)N1N=C(c2cccc([N+](=O)[O-])c2)OC1(C)c1cccs1 (centres undefined)	3.5	0.0	-3.9	10.0	11.9	1.2	-1.5	2.6
Cc1cc(N/N=C2/CCCc3ccccc32)nc2ccccc12	-2.2	4.3	-13.2	8.1	-4.0	-9.6	30.9	-0.8
O=C(COC(=O)c1cccc(N2C(=O)c3ccccc3C2=O)c1)Nc1ccccc1	-1.9	2.5	-5.8	17.8	17.5	-4.3	-1.9	0.7
S=C(NCc1ccccc1)N1CCn2cccc2C1c1ccncc1 (centres undefined)	-1.1	38.0	-17.5	2.2	17.1	-1.2	-4.1	0.9
CCn1c(SCc2cccc(F)c2)nnc1-c1ccncc1	-8.7	-0.8	3.4	-0.9	6.0	0.1	-10.5	-2.5
CC(C)(NO)/C(=N/O)c1ccc(Br)cc1	-5.6	1.2	7.5	1.1	-3.2	-0.8	-9.3	-2.9
O=C(Nc1cccc(C(F)(F)F)c1)c1cnc2n(c1=O)CCS2	-4.9	0.6	-24.8	5.4	4.7	-0.6	-4.0	-0.8
CCOc1ccccc1NC(=O)C(OC(=O)c1ccc(NC(=O)CC#N)cc1)c1ccccc1 (centres undefined)	-9.8	1.9	-8.8	-2.7	23.9	8.9	-5.0	-3.2
Cc1cc(=O)oc2cc(OC(C)C(=O)NC3(C#N)CCCCC3)ccc12 (centres undefined)	-2.8	0.4	-6.8	5.5	1.4	-1.6	-1.7	1.5
Cc1nn(-c2ccccc2)c2sc(C(=O)NNC(=O)COc3cccc4ccccc34)cc12	-3.1	0.8	1.8	-7.0	1.5	8.7	-0.7	0.0
Cc1cc2c(ccc3[nH]onc32)n1	-3.7	1.4	-6.0	-7.1	-7.0	-0.3	-4.5	-0.5
Cc1cccc(NCCNc2cccc(C)c2)c1	-3.8	-0.2	2.8	1.0	9.0	1.9	3.8	-1.4
COc1cc(C2Nc3ccc4ncccc4c3C3=C2C(=O)CCC3)ccc1O (centres undefined)	-4.1	0.3	-20.9	-5.0	13.0	0.3	1.9	-2.6
CN(CC(=O)Nc1cccc(F)c1)C(=O)CCCn1c(=O)oc2ccccc21	-7.1	0.1	-8.1	3.4	19.5	0.9	7.7	0.2
CC(CN(C(N)=O)c1ccccc1O)C(=O)O (centres undefined)	-2.6	0.2	3.2	3.0	-10.5	3.0	0.9	2.9
Clc1ccc(-c2csc(=Nc3cccnc3)n2CCCn2ccnc2)cc1Cl	-1.6	1.9	28.6	11.7	19.2	-7.7	4.5	0.8

Sorted by SMILES length (smallest number first): part of the list above.
SMILES	APOBEC3G inh	MPTP inh	Gli-Sufu antag	CXCR6 inh	CCR6 antag	GRIN3A LBD mod	EBI2 antag	A3A deaminase
Cc1cc(C)c(C#N)c(N2CCN(c3ccccc3F)CC2)n1	-1.1	-1.0	3.2	2.7	15.4	0.9	-5.0	-1.4
Cc1ccc(C)c(S(=O)(=O)N2CCN(CC(=O)Nc3cc(C)on3)CC2)c1	2.6	-1.3	-2.6	2.0	4.3	-1.0	-14.2	1.7
CN(C(=O)CC(NC(=O)c1ccccc1)(c1ccccc1)c1ccccc1)c1ccccc1	-2.6	0.1	35.1	39.4	36.1	-1.7	20.1	1.2

Remaining list, next part:
SMILES	APOBEC3G inh	MPTP inh	Gli-Sufu antag	CXCR6 inh	CCR6 antag	GRIN3A LBD mod	EBI2 antag	A3A deaminase
S=C(NC12CC3CC(CC(C3)C1)C2)N1CCOCC1	-2.4	0.0	-25.6	0.4	11.4	0.8	-4.5	-0.5
COc1cccc(CN(C)C(=O)c2cc(COc3c(F)cccc3F)on2)c1	-3.2	-0.5	-2.9	10.0	0.4	-0.7	-4.8	3.5
Cc1cc2ccccc2n1CCC(=O)O	4.0	0.6	-0.1	1.9	-19.7	-0.2	-6.2	8.5
COc1ccc2c(c1)c(CC(=O)OCC(=O)O)c(C)n2C(=O)c1ccc(Cl)cc1	-4.4	-1.4	-18.5	-2.1	12.9	-2.4	1.4	-2.4
O=C(Nc1ccccc1NC(=O)c1c(F)c(F)c(F)c(F)c1F)c1c(F)c(F)c(F)c(F)c1F	-1.6	93.1*	1.2	-5.0	-10.5	-0.3	-16.0	0.6
CNC(=O)OCc1nc(SSC(C)(C)C)n(C)c1COC(=O)NC	/	-0.6	41.9	5.8	2.3	1.3	-13.5	/
COc1ccc(N2C(=O)C3ON(C4SC(=S)N(C)C4(C)C)C(c4ccc(Cl)cc4)C3C2=O)cc1 (centres undefined)	-2.8	3.3	-6.8	-10.3	-0.5	0.2	1.9	-1.7
CC12CC(NC(=O)N1c1cccc(C(=O)N3CCN(c4ccccc4)CC3)c1)c1ccccc1O2 (centres undefined)	-5.7	0.8	-3.8	-3.2	-12.8	-2.7	-6.7	1.0
O=C(Cn1cc([N+](=O)[O-])ccc1=O)NCC(=O)Nc1ccc(F)c(F)c1F	-6.3	0.4	3.7	1.8	2.3	1.5	-8.4	-3.8
COc1ccc(OC)c2sc(NC(=O)C3CC3)nc12	-4.8	-0.8	9.4	4.8	1.0	0.1	-1.8	-6.2
Oc1ccccc1/C=N/c1c(-c2ccco2)nc2ccccn12	-5.7	1.6	-26.4	2.5	3.2	-5.0	-16.9	-2.5
COc1ccccc1-c1nnc(SC(C)C(=O)Nc2ccc(C(N)=O)cc2)o1 (centres undefined)	-7.9	0.1	-2.8	0.1	-4.5	-0.5	1.3	2.0
COc1ccccc1N1C(=O)CC(N2CCc3ccccc32)C1=O (centres undefined)	-5.0	-1.5	-7.0	-8.1	-1.1	0.1	1.4	-5.2
COc1ccc(CNC(=O)COC(=O)CCC(=O)c2cccs2)cc1	-6.5	0.9	6.0	-2.3	9.5	1.6	-5.2	-4.7
CCCN1CCN(C(=O)CCNC(=O)Cn2cnc3ccccc3c2=O)CC1	-4.2	-1.2	0.4	-10.6	7.8	-4.5	-6.0	-5.0
CCOC(=O)N/N=C\c1sccc1C	-3.1	-0.5	16.2	-7.4	5.6	-1.0	-3.1	-0.7
Cn1cnc([N+](=O)[O-])c1N=C(N)N	96.3	-0.8	0.1	-6.9	0.8	/	7.8	99.7
CC(O)c1ccc(-n2cnnn2)cc1 (centres undefined)	-1.3	0.3	-8.9	15.5	-1.5	-2.0	-0.6	0.1
